Compound activity (PubChem)
TrxR1 inh: blocks rat thioredoxin reductase 1. actives 1% (n = 390,000). Potency, µM (highest dose often 114 µM), inactives show top-dose activity change, negative = inhibition, actives largely listed as inhibitors. recombinant rTrxR1, NADPH fluorescence consumption, selenite substrate; further: on the % scale 0 is the no-effect control and ±100 the full control effect; nearly all actives have a fitted effect of over 65% in size
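Rat TrxR1 (90 nM in the dispensed reagent) was pre-reduced with 400 uM NADPH for 5 min at room temperature, then incubated with compound for 15 min. After 400 uM selenite was added, NADPH fluorescence (Ex 340/Em 450 nm) was followed for 8 min.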
ERG-DNA inh: blocks human ERG Ets domain binding to DNA | fluorescence polarization, His-ERG Ets domain / labelled DNA | P11308 | actives 0.028% (n = 370,000) | Potency, µM (titrated, usually from 76.9 µM), for the others: top-dose FP activity, negative = inhibition, most hits filed as inhibitors; active means well fitted inhibition curve with a large enough effect in the polarisation, with a control signal flat; inconclusive means small, poorly fitted or top-dose-only effect, or effect the other way, or a change in a side signal; inactive means no such curve, though single readings can be large or run the other way; the % refers to the polarisation;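 further: polarization taken with two DNA probes labelled with fluorescein and Texas red; % of control where 0% means no effect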
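His-tagged ERG Ets domain (1 uM in the protein solution; 300mM KCl, 50mM Tris-HCl, 1mM EDTA, 1mM DTT, pH 7.5) received compound, then a probe mix of 5 nM fluorescein-DNA and 100nM Texas-615-DNA. Fluorescence polarization was read for both dyes.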
GLS inhibitor: blocks human kidney-isoform glutaminase activity | actives 0.21% (n = 410,000) | O94925 | AID 624170 | Potency, µM (doses to about 45.5 µM), without a hit: top-dose activity change, negative = inhibition, actives largely listed as inhibitors | GLS enzymatic activity, qHTS titration; further: on the % scale 0 is the no-effect control and ±100 the full control effect
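Human kidney-isoform GLS in 45 mM KH2PO4 pH 8.2, 0.02% Tween-20, with compound, started with 1mM L-Glutamine (added stock). Glutamate oxidase/HRP/Amplex red coupled fluorescence read at start and after 30 min at RT.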
JMJD2A Tudor inh: inhibitors of human JMJD2A Tudor domain | Potency, µM (highest dose often 114 µM), inactives show top-dose activity change, negative = inhibition, most hits filed as inhibitors | AlphaScreen JMJD2A-Tudor / H3K4me3 peptide binding | AID 504339 | actives 4.4% (n = 390,000); further: on the % scale 0 is the no-effect control and ±100 the full control effect; nearly all actives have a fitted effect of over 50% in size
Target sequence (O75164 whole entry, looked up, the tested form may be a part): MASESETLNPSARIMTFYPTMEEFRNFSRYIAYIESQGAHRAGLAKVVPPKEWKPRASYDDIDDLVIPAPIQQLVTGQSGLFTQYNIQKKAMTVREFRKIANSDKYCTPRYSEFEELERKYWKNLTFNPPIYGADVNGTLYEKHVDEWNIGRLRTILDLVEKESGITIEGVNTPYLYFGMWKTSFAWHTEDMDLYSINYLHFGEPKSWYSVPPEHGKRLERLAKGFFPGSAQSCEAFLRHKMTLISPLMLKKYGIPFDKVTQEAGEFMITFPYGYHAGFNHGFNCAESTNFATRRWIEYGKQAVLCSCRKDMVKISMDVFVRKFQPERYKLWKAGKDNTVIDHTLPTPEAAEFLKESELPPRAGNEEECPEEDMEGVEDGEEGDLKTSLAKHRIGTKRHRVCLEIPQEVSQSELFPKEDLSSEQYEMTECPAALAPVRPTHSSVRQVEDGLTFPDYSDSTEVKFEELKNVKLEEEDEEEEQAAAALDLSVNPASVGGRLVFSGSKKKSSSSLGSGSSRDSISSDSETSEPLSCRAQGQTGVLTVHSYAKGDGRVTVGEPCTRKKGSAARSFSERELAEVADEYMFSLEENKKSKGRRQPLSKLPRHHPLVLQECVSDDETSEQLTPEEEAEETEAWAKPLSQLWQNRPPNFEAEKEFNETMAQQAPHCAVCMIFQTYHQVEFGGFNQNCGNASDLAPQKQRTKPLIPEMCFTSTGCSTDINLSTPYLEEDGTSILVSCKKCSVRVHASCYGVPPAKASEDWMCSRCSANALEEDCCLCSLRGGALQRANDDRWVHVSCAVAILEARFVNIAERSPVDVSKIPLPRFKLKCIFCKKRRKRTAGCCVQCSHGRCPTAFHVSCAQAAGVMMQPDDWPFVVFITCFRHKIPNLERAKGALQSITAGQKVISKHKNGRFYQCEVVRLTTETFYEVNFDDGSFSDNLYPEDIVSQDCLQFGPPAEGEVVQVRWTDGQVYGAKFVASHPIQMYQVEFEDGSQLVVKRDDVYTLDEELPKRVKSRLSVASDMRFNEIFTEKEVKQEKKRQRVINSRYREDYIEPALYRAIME
HP1b chromo inh: HP1-beta chromodomain-methylated histone interaction inhibition | AID 540317 | actives 0.56% (n = 390,000) | AlphaScreen HP1-beta / biotin-H3K9me3 peptide binding | P83916 | Potency, µM (titrated, usually from 114 µM), for the others: at the top dose activity change, negative = inhibition, hits mostly inhibitors; further: nearly all actives have a fitted effect of over 70% in size; inactives centre near 23
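HP1-beta protein (50 nM final) preincubated 30 min at room temperature with biotinylated H3(1-18)K9me3 peptide (50 nM) in PBS pH 7.4, 0.01% Tween-20, then compound added for 30 min. AlphaScreen streptavidin donor/nickel chelate acceptor beads (10 ug/mL final), 30 min dark, luminescence read.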
Tb PGK inh: inhibitors of T. brucei phosphoglycerate kinase; AID 602233; Potency, µM (highest dose often 57.5 µM), inactives show at the highest dose activity change, negative = inhibition, usual class: inhibitors; P07378; PGK/GAPDH coupled, Kinase-Glo luminescence, 60 min; actives 0.043% (n = 380,000); further: on the % scale 0 is the no-effect control and ±100 the full control effect; nearly all actives have a fitted effect of over 60% in size
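Luminescent ATP detection (Kinase-Glo Plus) follows a 60-minute room-temperature incubation, with wells lacking PGK as controls. Buffer: 100 mM TEA (pH 7.6), 5 mM MgCl2, 0.01% Tween-20. Coupling enzyme GAPDH (100 nM final) supplies unstable 1,3-BPG in-well.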
12-LOX inh: blocks human arachidonate 12S-lipoxygenase; Potency, µM (titrated, usually from 108 µM), inactives show at the highest dose activity change, negative = inhibition, most hits filed as inhibitors; actives 1.1% (n = 580,000); P18054; purified 12hLO, xylenol orange hydroperoxide absorbance; further: on the % scale 0 is the no-effect control and ±100 the full control effect
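Purified human 12hLO (150 nM final) in 25 mM Hepes, 0.01% Triton X-100, pH 7.0 was preincubated 15 min at room temperature with compound. Then 40 uM arachidonic acid was added, 30 min. Hydroperoxide was read by Fe-XO absorbance ratio 573/405 nm.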
RGS4 inhibitor: human RGS4 inhibition. Transcreener GDP fluorescence polarization, RGS4-accelerated GTP hydrolysis. Potency, µM (titrated, usually from 114 µM), for inactives: at the top dose activity change, negative = inhibition, usual class: inhibitors. actives 0.039% (n = 390,000). AID 504845; further: on the % scale 0 is the no-effect control and ±100 the full control effect; nearly all actives have a fitted effect of over 75% in size; some results filed as inactive show a strong effect at the top dose
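MLSMR compounds (23 nl, pin-transferred) preincubated 10 min at room temperature with a 500nM (2x) first reagent, then RGS4 at 900nM (2x) plus Transcreener GDP mix added; fluorescence polarization (620/688 nm) read before and after 90 min at 30 °C.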
Pin1 inh: human Pin1 inhibition | Q13526 | Pin1 FP peptide displacement, HiFluor488, 10 min | Potency, µM (highest dose often 115 µM), for inactives: at the top dose activity, negative = inhibition, usual class: inhibitors | actives 0.009% (n = 390,000) | AID 504891; active means well fitted inhibition curve with a large enough effect in the polarisation, with a control signal flat, not every such curve was filed as active; inconclusive means small, poorly fitted or top-dose-only effect, or effect the other way, or a change in a side signal; inactive means no such curve, though single readings can be large or run the other way; the % refers to the polarisation; further: on the % scale 0 is the no-effect control and ±100 the full control effect
* marks the source's active call; other numbers are inactive results; i = inactive; u = inconclusive; x = no result given; & = joins results of further samples; [ ] = another dose, or the depositor's remark. Unless noted, the call rests on the fitted dose curve; in most records, active means well fitted curve in the direction sought with a large enough effect; inconclusive means small, poorly fitted or top-dose-only effect, or another doubt; inactive means no such curve, though single readings can be large; an effect the other way counts as inactive or inconclusive. Potency means the concentration at half of the fitted maximal effect. A portion of the library; rates above refer to the full screens.

The first 2 records as a preview:
SMILES	TrxR1 inh	ERG-DNA inh	GLS inhibitor	JMJD2A Tudor inh	HP1b chromo inh	Tb PGK inh	12-LOX inh	RGS4 inhibitor	Pin1 inh
CCCC(=O)Nc1c2c(nn1-c1ccc(F)cc1)CS(=O)(=O)C2	19%	-8%	5%	-6%	49%[activator]	6%	5%	7%	3%
Cc1ccc2ccccc2[n+]1CCCS(=O)(=O)[O-]	5%	1%	-1%	-18%	55%[activator]	-2%	0%	10%	5%

The listing, previewed entries included:
SMILES	TrxR1 inh	ERG-DNA inh	GLS inhibitor	JMJD2A Tudor inh	HP1b chromo inh	Tb PGK inh	12-LOX inh	RGS4 inhibitor	Pin1 inh
CCCC(=O)Nc1c2c(nn1-c1ccc(F)cc1)CS(=O)(=O)C2	19%	-8%	5%	-6%	49%[activator]	6%	5%	7%	3%
Cc1ccc2ccccc2[n+]1CCCS(=O)(=O)[O-]	5%	1%	-1%	-18%	55%[activator]	-2%	0%	10%	5%
CC(C)(C)c1cc(/C=N/NC(=O)C[n+]2ccccc2)cc(C(C)(C)C)c1O	7%	13%	16%	56µM*	48%[activator]	1%	9%	-8%	-3%
CC(OC(=O)CCN=C1NS(=O)(=O)c2ccccc21)C(=O)c1ccccc1 (stereo unspecified)	13%	x	-2%	-4%	40%	-7%	2%	-4%	-2%
N#Cc1ccccc1Sc1ccccc1C(=O)Nc1ccc2ccccc2c1	-6%	2%	-3%	-7%	31%	-9%	-1%	-8%	33%[activator]
O=C(O)CCCCCn1c(O)c(C=C2N=c3ccccc3=N2)sc1=S	-17%	0%	9%	-32%	-2%	-11%	-24%	1%	10%
COc1cc(C2Nn3c(nnc3-c3ccccc3OC)S2)ccc1O (stereo unspecified)	-13%[57.1 µM]	-4%	64%[activator]	2.2µM*	u	0%	u	-3%[11.4 µM]	-3%
N#Cc1ccc(OCC(=O)Nc2cc(S(=O)(=O)N3CCOCC3)ccc2N2CCOCC2)cc1	5%	-3%	4%	0%	16%	10%	8%	13%	3%
CCN1CCCC1CNC(=O)Cn1cccc1C(=O)c1ccccc1C (stereo unspecified)	-14%	0%	0%	-21%	23%	3%	5%	12%	3%
Fc1cccc(-c2c(-c3ccccc3)ncc3cc(F)ccc23)c1	-9%	6%	0%	-18%	26%	i	-24%	-4%	3%
Cc1ccc(OCc2nc(-c3ccc(C(=O)N4CCN(c5ccccc5)CC4)cc3)oc2C)cc1	-4%	2%	3%	-28%	31%	-10%	-1%	16%	2%
COc1ccc(/C=C/C(=O)OCC(=O)N(C)CC(=O)Nc2ccc(C)cc2)c(OC)c1	1%	x	7%	-15%	17%	6%	190%[activator]	-17%	4%
C=CCc1ccc(OCc2ccc(C(=O)O)o2)c(OC)c1	-5%	-3%	-4%	-5%	19%	16%	-5%	5%	-3%
CSc1ccc(CNC(=O)C2Cc3cc(S(=O)(=O)N4CCCC4)ccc3N2C(C)=O)cc1 (stereo unspecified)	12%	-11%	-12%	-9%	3%	-4%	9%	-15%	1%
Cc1onc(-c2ccccc2)c1C(=O)NCC1CCCO1 (stereo unspecified)	9%	5%	6%	8%	40%[activator]	15%	u	-17%	-2%
CC(C)(C)NCC(O)COc1ccccc1C(=O)CCc1ccccc1 (stereo unspecified)	18%	x	6%	-6%	22%	-6%	10%	18%	2%
O=C(Nc1ncc2c(n1)-c1ccccc1CC2)c1ccccc1	-11%	13%	4%	-18%	12%	-10%	25%	10%	1%
COc1ccc(-n2cc(CNCC3CCOCC3)c(-c3cccc(F)c3)n2)cc1	31%	19%	0%	-5%	61%[activator]	i	-12%	-11%	-2%
CC1CCN(C(=O)CSc2nnc(-c3ccco3)o2)CC1	-8%	-5%	14%	-8%	43%[activator]	3%	332%[activator]	-10%	-1%
COC(=O)c1c[nH]c(=O)c2ccccc12	21%[57.1 µM]	-2%	6%	u	-17%	-8%	-6%	u	-6%
CC1CCc2sc(C(=O)NN)cc2C1 (stereo unspecified)	-4%[57.1 µM]	4%	5%	-14%	26%	i	331%[activator]	-11%	-3%
Cc1cc(NC(=O)CSc2nc3cc(Cl)ccc3s2)no1	17%	-9%	9%	2%	25%	3%	0%[57.4 µM]	-5%	-2%
CCOC(=O)c1c(/N=C/C2=C(O)CC(C)(C)CC2=O)sc(C)c1C	-1%	7%	5%	-3%	75%[activator]	4%	4%	7%	2%
COc1cc(C#Cc2c(-c3cncn3C)n(C)c3ccc(Br)cc23)cc(OC)c1	23%[57.1 µM]	2%	1%	u	11%	i	-17%	-12%	14%
CNC(=O)c1ccc2c(c1)N(Cc1cc(C)ccc1C)C(=O)c1ccccc1S2	12%[57.1 µM]	-5%	u	-20%	-5%	x	-9%	-20%	54%[activator]
Cc1ccc(C(=O)NC2CC(C)(C)NC(C)(C)C2)cc1S(=O)(=O)N1CCCCC1	3%[57.1 µM]	-28%	-12%	-8%	19%	i	-10%	2%	4%
CCC(=O)N1CCc2cc(Br)cc(S(=O)(=O)NCc3ccccc3OC)c21	33%[57.1 µM]	-6%	-10%	-11%	-2%	-2%	1%	10%	-6%
OCC1OC(n2cnc3c(NCc4ccco4)ncnc32)C(O)C1O (stereo unspecified)	4%[11.4 µM]	-5%	-10%	-7%&-4%	37%&28%	-8%	-9%	-20%&-2%	1%&1%
O=C(c1cccc(Cl)c1)n1nc(-c2ccco2)nc1NCc1cccs1	-13%	-1%	-4%	19%	11%	6%	-3%	23%	-2%
CNC(=O)C1CCN(C(=O)N2CC(C)Oc3ccc(Cl)cc32)CC1 (stereo unspecified)	23%	3%	-5%	-33%	-10%	-5%	4%	-4%	3%
O=C(N/N=C/c1ccc(Cl)cc1Cl)C(=O)NC1CC1	19%	7%	4%	-16%	14%	i	3%	-6%	2%
Cc1cccc(NC(=O)c2cc3c(=O)n4ccccc4nc3s2)c1	25%	4%	-21%	u	157%[activator]	-9%	-15%	u	u
Cc1cccc(Sc2nc(-c3ccccc3)ccc2C#N)c1	18%[57.1 µM]	0%	-4%	140%[activator]	227%	-8%	-31%	6%	13%
COc1ccc(CNC(=O)COC(=O)CCN2C(=O)C3CC=CCC3C2=O)cc1OC (stereo unspecified)	19%	-3%	3%	-8%	36%	-3%	26%	6%	2%
O=C(Nc1ccc(S(=O)(=O)N2CCOCC2)cc1)C1COc2ccccc2O1 (stereo unspecified)	23%[57.1 µM]	-5%	-9%	-7%	33%	4%	u	25%	-6%
CCOC(=O)C1(CC2CC2)CCN(S(=O)(=O)C[C@]23CC[C@H](CC2=O)C3(C)C)CC1	16%[11.4 µM]	-2%	-12%	-10%	37%	-10%	-3%	-23%	21%
COc1cc(NC(=O)C2C3CCC(O3)C2C(=O)O)cc(OC)c1 (stereo unspecified)	38%[activator]	3%	-3%	-6%	45%[activator]	i	u	-51%	0%
O=C(CSc1nnc(-c2cccs2)n1-c1ccccc1)N1CCCc2ccccc21	4%	10%	2%	-16%	43%	i	-8%	-11%	31%[activator]
O=C(N/N=C/c1ccccn1)c1ccc(NC(=O)c2ccccc2Cl)cc1	12%	4%	6%	-29%	-1%	-7%	1%	21%	-9%
COC(=O)c1cc(C(=O)Nc2cc(C)ccn2)cc([N+](=O)[O-])c1	-15%	8%	3%	-18%	17%	1%	6%	-7%	u
CCN(CC)CC#CC(O)(c1ccccc1)c1ccccc1	14%[57.1 µM]	0%	15%	-19%	-6%	-9%	18%	20%	1%
Cc1cccc(N2CCN(C(=O)N3CCOCC3)CC2)c1C	19%[57.1 µM]	-18%	4%	-17%[11.4 µM]	8%	4%	u	u	3%
CN1CC(=O)N(CC(=O)NCc2ccc(F)cc2)c2ccccc2C1=O	-1%	3%	-6%	-4%	50%	-8%	0%	-34%	-4%
COC(c1ccc(Cl)cc1)(c1ccc(Cl)cc1)C(Oc1nccc(C)n1)C(=O)O (stereo unspecified)	2%	9%	0%	-26%	62%[activator]	-4%	16%	-2%	8%

5 entries from above, reformatted.
mol | TrxR1 inh | ERG-DNA inh | GLS inhibitor | JMJD2A Tudor inh | HP1b chromo inh | Tb PGK inh | 12-LOX inh | RGS4 inhibitor | Pin1 inh
COc1ccc(CNC(=O)COC(=O)CCN2C(=O)C3CC=CCC3C2=O)cc1OC (stereo unspecified) | 19% | -3% | 3% | -8% | 36% | -3% | 26% | 6% | 2%
O=C(Nc1ccc(S(=O)(=O)N2CCOCC2)cc1)C1COc2ccccc2O1 (stereo unspecified) | 23%[57.1 µM] | -5% | -9% | -7% | 33% | 4% | u | 25% | -6%
CCOC(=O)C1(CC2CC2)CCN(S(=O)(=O)C[C@]23CC[C@H](CC2=O)C3(C)C)CC1 | 16%[11.4 µM] | -2% | -12% | -10% | 37% | -10% | -3% | -23% | 21%
Cc1cccc(NC(=O)c2cc3c(=O)n4ccccc4nc3s2)c1 | 25% | 4% | -21% | u | 157%[activator] | -9% | -15% | u | u
COC(=O)c1cc(C(=O)Nc2cc(C)ccn2)cc([N+](=O)[O-])c1 | -15% | 8% | 3% | -18% | 17% | 1% | 6% | -7% | u
